All columns: NCI-60 one-dose screen, growth in % after 48 h at 10 µM unless noted; 100 = growth as untreated, 0 = no growth, -100 = all killed.
BT-549: BT-549 breast cancer. 4.4% of 78,000 active
HS 578T: HS 578T breast cancer | 4.1% of 78,000 active | AID 1794788
SR: SR leukemia cells; 8.7% of 73,000 active
T-47D: T-47D breast cancer; 5% of 79,000 active; AID 1794792
K-562: K-562 leukemia; 7.4% of 78,000 active; AID 1794777
MCF7: MCF7 breast cancer | 6.3% of 82,000 active
MDA-MB-231: MDA-MB-231 breast cancer | 5% of 81,000 active
MDA-MB-468: MDA-MB-468 breast cancer; 8.5% of 78,000 active
* marks the source's active call; other numbers are inactive results; · = no result given; & = joins results of further samples. The calls were made as follows: active = growth percent below 10; inactive = the rest.

mol	MCF7	MDA-MB-231	T-47D	HS 578T	BT-549	K-562	MDA-MB-468	SR
Nc1nc(N)c2c(n1)NC1(C=C(O)c3ccccc31)C1=C(N2)c2ccccc2C1=O (configuration not stated)	97	107	112	111	112	95	127	134
O=S(=O)(NCCNc1nccc(-c2c(-c3cccc(F)c3)nc3sccn23)n1)c1ccccc1	22	66	19	55	50	24	44	29
O=C(CNC(=O)OCc1ccccc1)NCC(=O)Oc1ccc([N+](=O)[O-])cc1	96	106	103	137	101	117	106	101
Nc1ncc(Cl)cn1	102	113	96	94	113	108	97	113
S=C1c2ccccc2SC2c3cccn3CCN12 (configuration not stated)	84	91	75	83	92	92	85	102
O/N=C/c1ccc(O)cc1O	99	105	94	·	103	105	121	110
Oc1ccc2[nH]cc(-c3cnc(-c4c[nH]c5ccc(O)cc45)cn3)c2c1	81	94	37	102	98	90	64	82
O=c1[nH]c2ncccc2n2cc3ccccc3c12	65	76	69	·	91	·	86	·
O=S(=O)(NCCNc1nccc(-n2cnc3ccccc32)n1)c1ccc(Cl)cc1	88	91	97	88	99	98	101	96
CC(=O)OC1Oc2cc(C)c(C)cc2-c2oc(=O)c(-c3cc4ccccc4oc3=O)cc21 (configuration not stated)	108	92	92	423	129	106	·	·
CC(=O)c1ccc(OCc2cn(CC(=O)Nc3nc4ccccc4s3)nn2)cc1	93	93	101	102	102	95	105	104
COc1ccc(OC)c(CN2CCC(N3CCCC(C)C3)CC2)c1 (configuration not stated)	105	102	94	118	112	123	94	·
COc1ccc(-c2nn(-c3ccccc3)cc2/C=C2/CCc3ccccc3C2=O)cc1	84	95	90	101	115	·	89	88
CNc1nc(SC)n(C)c(=O)c1N=O	94	153	90	84	95	122	90	137
O=C1CCCN1c1nc(-c2ccccc2)cs1	100	96	98	97	99	96	101	98
CCCCCCCCOC(=O)c1ccccc1C(=O)O	95	118	99	115	108	84	124	68
Cc1cc(Nc2ccc(C)c(Cl)c2)nc(N)n1	80	101	90	102	105	87	85	84
OC[C@@H](O)[C@H](O)[C@@H](O)[C@H](O)CO	96	107	92	108	·	100	102	104
S=C(c1cccs1)N1CCN(c2cccc(Cl)c2)CC1	97	93	83	120	59	93	86	·
COc1ccc(-c2nocc2-c2ccccc2)cc1	103	99	89	89	90	48	88	69
O=Cc1cn(-c2ccc(C(=O)O)cc2)nc1-c1ccc(O)cc1	102	95	86	115	111	98	101	102
CC1(C)CC(=O)c2c(nc(Nc3nc4ccccc4s3)nc2-c2ccc(Cl)cc2Cl)C1	89	86	81	·	96	39	88	77
CCN(CC)CCCNc1ccnc2cc3ccccc3cc12	82	56	66	68	94	66	76	78
Cn1c(=S)c2[nH]c(SCCC(C)(C)C)nc2n(C)c1=O	70	118	62	77	91	49	56	53
O=S(=O)(NCCCNc1cc(-c2c(-c3cccc(O)c3)nc3sccn23)ccn1)c1ccc(F)cc1	92	100	33	46	69	44	62	·
CC1(C)O[C@@H]2C[C@H]3[C@@H]4CC=C5C[C@@H](O)CC[C@]5(C)[C@H]4CC[C@]3(C)[C@]2(C(=O)CO)O1	117	101	107	130	130	99	118	108
COc1ccccc1/C(C)=N/NC(=O)CSc1nc2ccccc2c(=O)n1Cc1ccc(S(N)(=O)=O)cc1	89	97	98	85	99	98	99	96
CC(=O)c1ccco1	104	115	103	84	117	128	102	·
CC(=O)OC[C@H]1O[C@@H](NS(=O)(=O)c2ccc(C)cc2)C(OC(C)=O)[C@@H](OC(C)=O)C1OC(C)=O (some centres not stated)	95	118	88	·	·	93	108	89
COC(=O)C1C(O)CCC2CN3CCc4c([nH]c5ccccc45)C3CC21 (configuration not stated)	93&94	85&93	99&120	87&86	108&106	99&112	97&90	·
CC(=O)N1N=C(c2ccc(C)cc2)CC1c1cn(-c2ccccc2)nc1-c1cccc(Nc2ccnc3cc(Cl)ccc23)c1 (configuration not stated)	25	59	23	80	87	15	9.8*	-4.2*
COc1ccc(-c2nn(-c3cccc(Cl)c3)cc2C2C(C#N)=C(N)Oc3[nH]c(=S)[nH]c(=O)c32)cc1 (configuration not stated)	63	57	61	93	77	64	18	60
CCOC(=O)C(Cc1ccccc1)n1c(O)c(C=Nc2ccc(F)cc2)sc1=S (configuration not stated)	66	86	62	86	88	76	78	77
CC(C)(C)OC(=O)N1C/C(=C\c2ccco2)C(=O)/C(=C/c2ccco2)C1	82	111	87	97	98	101	99	81
CC(=O)OC[Si](C)(C)c1ccccc1	107	105	105	103	107	102	95	·
CNC(C)[C@H]1CCC2C3CC=C4C(=O)[C@@H](NC(=O)C=C(C)C)CC[C@]4(C)C3CC[C@@]21C (some centres not stated)	-42*	-12*	-21*	10	36	-62*	·	-50*
O=C(Cn1cc(-c2ccccc2)nn1)Nc1nc2ccccc2s1	96	96	105	104	104	97	104	91
O=C1Nc2ccccc2C2c3c[nH]c4cccc(c34)CN12 (configuration not stated)	83	81	73	100	·	72	89	94
O=C1/C(=C/c2ccc(Cl)cc2)CN(Cc2cn(CCCNc3ccnc4cc(Cl)ccc34)nn2)C/C1=C\c1ccc(Cl)cc1	-98*	-58*	-11*	9.3*	-88*	1.0*	-70*	-32*
Cc1ccc(-c2c(Br)c(OC(=O)CO[C@@H]3C[C@H](C)CC[C@H]3C(C)C)c(-c3ccc(C)cc3C)c(Br)c2OC(=O)CO[C@H]2C[C@@H](C)CC[C@@H]2C(C)C)c(C)c1	92	96	·	99	86	110	35	104

Overlap with the part before: six entries, then new ones.
mol	MCF7	MDA-MB-231	T-47D	HS 578T	BT-549	K-562	MDA-MB-468	SR
CC(=O)OC[Si](C)(C)c1ccccc1	107	105	105	103	107	102	95	·
CNC(C)[C@H]1CCC2C3CC=C4C(=O)[C@@H](NC(=O)C=C(C)C)CC[C@]4(C)C3CC[C@@]21C (some centres not stated)	-42*	-12*	-21*	10	36	-62*	·	-50*
O=C(Cn1cc(-c2ccccc2)nn1)Nc1nc2ccccc2s1	96	96	105	104	104	97	104	91
O=C1Nc2ccccc2C2c3c[nH]c4cccc(c34)CN12 (configuration not stated)	83	81	73	100	·	72	89	94
O=C1/C(=C/c2ccc(Cl)cc2)CN(Cc2cn(CCCNc3ccnc4cc(Cl)ccc34)nn2)C/C1=C\c1ccc(Cl)cc1	-98*	-58*	-11*	9.3*	-88*	1.0*	-70*	-32*
Cc1ccc(-c2c(Br)c(OC(=O)CO[C@@H]3C[C@H](C)CC[C@H]3C(C)C)c(-c3ccc(C)cc3C)c(Br)c2OC(=O)CO[C@H]2C[C@@H](C)CC[C@@H]2C(C)C)c(C)c1	92	96	·	99	86	110	35	104
CSc1nc2nc(C)[nH]c(=O)c2[nH]1	94	110	97	100	93	106	101	107
Nc1nc2c(sc3ncn([C@@H]4O[C@H](CO)[C@@H](O)C4(F)F)c32)c(=O)[nH]1	71	97	65	94	85	76	106	67
CCOC(=O)c1cnc2ccc(OC)cc2c1Nc1cccc(S(=O)(=O)NC)c1	81	100	98	52	80	93	113	96
O=[N+]([O-])c1ccccc1CCc1ccccc1[N+](=O)[O-]	104	86	101	110	92	99	92	94
CC1Cc2c(Cl)ncnc2N(C)c2ccc(Cl)cc21 (configuration not stated)	7.6*	-40*	2.2*	23	·	15	-36*	6.3*
CCSC(=O)Nc1c[nH]c(=O)[nH]c1=O	96	87	102	104	122	111	108	·
COC(=O)CSc1ccccc1C(=O)OC	100	112	101	97	·	106	106	110
O=C1Nc2ccc(Br)cc2C1=Nc1ccccc1	59	84	89	92	·	·	116	·
O=C(/C=C/c1ccccc1C(F)(F)F)c1c(O)c2ccccc2oc1=O	58	108	79	83	97	80	72	49
CCCCS(=O)(=O)NC(=S)Nc1ccccc1	91	105	·	103	93	103	99	91
CCc1nc2c([nH]1)C(=O)c1ccccc1C2=O	98	98	86	111	97	87	95	110
C=CCOC1=CC(=O)c2ccccc2C1=O	-3.0*	77	54	82	95	27	29	9.6*
O=C(C[n+]1ccc(/C=C/c2ccncc2)cc1)c1ccc(O)c(O)c1	52	91	84	100	86	42	50	38
Nc1c(C(=O)c2ccc(Cl)cc2)sc(Nc2ccccc2)c1-c1nc2ccccc2s1	44	19	12	32	55	55	15	33
CCN(CC)CCOc1ccccn1	90	110	108	100	94	104	98	93
CCOC(=O)c1c2ncccc2n2c(=O)n(-c3ccccc3)nnc12	86	99	85	102	87	132	·	128
OCC1OC(n2cnc3c(NO)ncnc32)C(O)C1O (configuration not stated)	98	109	108	·	107	89	105	95
CCOC(=O)/C(F)=C/C1CC1CCc1ccccc1OC (configuration not stated)	92	106	107	118	107	93	102	115
O=C1/C(=C/c2cc3cc4c(cc3nc2Cl)OCO4)SC(=S)N1CCc1ccc(O)cc1	97	94	74	98	95	89	102	·
CCCCCCCCCCCCCCn1cc(C2=C(c3coc4ccc(OC)cc34)C(=O)N(O)C2=O)c2ccccc21	101	93	94	97	96	93	100	95
O=C1/C(=C/c2ccc(O)c(O)c2)SC(=S)N1Cc1ccco1	82	72	75	84	83	74	82	·
COC(=O)/C=C(/CN1C(=O)CCC1=O)OC	95	99	110	106	112	107	107	108
CCc1ccccc1-n1c(=O)c(C#N)c(-c2cc(OC)c(OC)c(OC)c2)c2c(N)[nH]nc21	93	96	94	102	101	104	102	·
NC(=O)c1cc[n+](CC2=C(C(=O)O)N3C(=O)C(NC(=O)C(c4ccccc4)S(=O)(=O)[O-])C3SC2)cc1 (configuration not stated)	102	113	107	104	102	·	108	104
NC(N)=N/N=C(/c1ccccc1)c1ccc(F)cc1	12	-19*	51	-13*	15	·	15	-19*
CC(=O)Oc1ccc(CCN2C(=O)CSC2=S)cc1	33	64	41	100	96	57	-13*	69
CC(=O)OCCCOCCCOc1ccccc1	102	103	102	102	106	109	99	102
Cc1ccc(O)c(N2C(=NCc3ccco3)NS(=O)(=O)c3cnccc32)c1	101	111	110	113	101	71	·	71
CN(C)c1nc(-c2ccco2)n2nc(-c3ccco3)cc2n1	28	74	38	78	94	101	-22*	74
C[C@@H](C[C@H](CCOC(=O)N(C)C)c1ccccc1)c1ccc2ccccc2c1	101	97	75	99	107	76	100	89
O=C(c1ccc(-n2c(=O)[nH]c3ccccc3c2=O)cc1)N1c2ccccc2Sc2ccccc21	83	67	66	94	67	·	71	·
c1ccc(C(c2nc3ncncc3[nH]2)N2CSc3nc4ncncc4n3C2)cc1 (configuration not stated)	14	50	34	77	73	25	7.4*	85
COc1ccc2c(c1)Nc1ccccc1S2	99	109	96	·	89	102	104	118
CC(C)COCC(CN(Cc1ccccc1)c1ccccc1)N1CCCC1 (configuration not stated)	46	30	66	82	62	31	33	52
NS(=O)(=O)c1ccc(NCC/C(=N\O)c2ccccc2)cc1	102	114	105	101	·	100	107	92
CCCC(=O)N1CCCC1=O	99	104	103	107	105	99	99	96
O=C1CCN(c2nc(CO)ncc2-c2ccc(C(F)(F)F)cc2)CC1	96	97	90	104	104	87	99	97

Entries listed so far that contain a thiophene ring, fused or not, in the order listed:
mol	MCF7	MDA-MB-231	T-47D	HS 578T	BT-549	K-562	MDA-MB-468	SR
S=C(c1cccs1)N1CCN(c2cccc(Cl)c2)CC1	97	93	83	120	59	93	86	·
Nc1nc2c(sc3ncn([C@@H]4O[C@H](CO)[C@@H](O)C4(F)F)c32)c(=O)[nH]1	71	97	65	94	85	76	106	67
Nc1c(C(=O)c2ccc(Cl)cc2)sc(Nc2ccccc2)c1-c1nc2ccccc2s1	44	19	12	32	55	55	15	33

Record cards, as listed above:
C[C@@H](C[C@H](CCOC(=O)N(C)C)c1ccccc1)c1ccc2ccccc2c1 reads MCF7: 101; MDA-MB-231: 97; T-47D: 75; HS 578T: 99; BT-549: 107; K-562: 76; MDA-MB-468: 100; SR: 89
NS(=O)(=O)c1ccc(NCC/C(=N\O)c2ccccc2)cc1 reads MCF7: 102; MDA-MB-231: 114; T-47D: 105; HS 578T: 101; BT-549: ·; K-562: 100; MDA-MB-468: 107; SR: 92

Assay outcomes deposited in PubChem by NCI.
